MITF inh – blocks human microphthalmia-associated transcription factor; inhibition, % at 2.6 µM; O75030; AlphaScreen MITF homodimerization, bead proximity signal; 650,000 compounds, 0.91% hits; in the data active = inhibition above about 50%;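 note: 0% = vehicle wells with protein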
Target sequence (O75030 whole entry, looked up): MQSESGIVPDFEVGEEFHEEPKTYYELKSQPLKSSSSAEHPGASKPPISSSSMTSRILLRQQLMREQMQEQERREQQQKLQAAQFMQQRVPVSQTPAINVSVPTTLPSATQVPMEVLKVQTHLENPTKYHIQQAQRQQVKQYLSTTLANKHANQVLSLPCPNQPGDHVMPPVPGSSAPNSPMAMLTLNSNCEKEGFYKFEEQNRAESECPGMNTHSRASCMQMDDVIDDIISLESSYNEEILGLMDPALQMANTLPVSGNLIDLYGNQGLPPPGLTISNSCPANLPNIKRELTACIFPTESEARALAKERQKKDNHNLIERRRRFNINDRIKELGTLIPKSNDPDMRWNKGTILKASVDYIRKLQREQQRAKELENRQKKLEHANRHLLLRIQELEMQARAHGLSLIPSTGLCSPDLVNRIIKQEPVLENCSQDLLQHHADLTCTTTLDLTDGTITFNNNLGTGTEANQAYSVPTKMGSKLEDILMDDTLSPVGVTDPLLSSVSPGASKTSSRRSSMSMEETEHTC
TEAD-YAP inh – TEAD-YAP interaction inhibition. HEK-TIYL cells, TEAD-Gal4/YAP UAS-luciferase luminescence. 640,000 compounds, 1.4% hits. inhibition, % at 9.12 µM. AID 1259422; in the data active = inhibition above about 32%;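 note: 0% = median of test compound wells and 100% = reference inhibitor wells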
GPR151 ag – activates the human receptor GPR151. Q8TDV0. PathHunter beta-arrestin GPR151 cells, luminescence. activation, % at 11.2 µM. 650,000 compounds, 1% hits; in the data active = activation above about 4.9%;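 note: 0% = median of compound wells and 100% = cells with positive control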
Target sequence (Q8TDV0 whole entry, looked up): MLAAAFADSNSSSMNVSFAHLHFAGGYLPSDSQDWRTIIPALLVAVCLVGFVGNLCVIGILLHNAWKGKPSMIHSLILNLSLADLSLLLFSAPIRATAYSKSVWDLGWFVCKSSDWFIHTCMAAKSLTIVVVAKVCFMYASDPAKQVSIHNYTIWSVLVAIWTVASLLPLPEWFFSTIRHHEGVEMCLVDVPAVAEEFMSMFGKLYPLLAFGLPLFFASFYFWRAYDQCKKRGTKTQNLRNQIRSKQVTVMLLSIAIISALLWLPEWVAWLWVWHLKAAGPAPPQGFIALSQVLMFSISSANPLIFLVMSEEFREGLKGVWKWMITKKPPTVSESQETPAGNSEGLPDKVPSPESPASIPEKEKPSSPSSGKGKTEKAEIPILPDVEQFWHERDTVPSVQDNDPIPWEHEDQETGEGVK
FBW7 act – human FBW7 E3 ligase activation, primary screen. normalized activity (activation), % at 26.1 µM. AlphaScreen FBW7–phospho-cyclin E peptide binding, activator screen. AID 1259310. 650,000 compounds, 0.13% hits; in the data active = normalized activity above about 1.9%;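 note: purified mutant Fbw7 with reduced substrate affinity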
Starred values were filed as active, the others as inactive. This is a random part of the collection (roughly 3.5% active in at least one column).

SMILES | MITF inh | TEAD-YAP inh | GPR151 ag | FBW7 act
CCCC/C=C/c1nccnc1NCCCN1CCOCC1 | 5 | 4 | 0.1 | 0.5
COc1cccc(Nc2nc(-c3ccc(-c4ccccc4)cc3)cs2)c1 | 16 | 1 | 1.5 | 0.0
O=C(Nc1ccc2[nH]ncc2c1)C1CCN(C(=O)C(O)c2ccc(F)cc2)CC1 (stereo not given) | 19 | -1 | -1.8 | 1.1
CCn1c(SCC(=O)Nc2ccccc2C)nnc1-c1cccs1 | -2 | 12 | 0.5 | -0.2
Cc1c(NC(=O)C(C)N(c2ccccc2)S(C)(=O)=O)c(=O)n(-c2ccccc2)n1C (stereo not given) | -1 | 8 | 0.4 | -0.1
CNC(=O)c1c(NC(=O)/C=C/c2ccccc2)sc2c1CCC2 | -4 | -10 | -0.4 | -0.2
N#CCC(=O)NCc1cccc(Cl)c1 | 5 | -5 | -0.2 | 0.0
CCC(Sc1nc2ccccc2c(=O)n1CC1CCCO1)C(=O)N(CC)CC (stereo not given) | -1 | -8 | -1.3 | -0.1
Cc1oc2cc(OC(=O)c3ccccc3)ccc2c(=O)c1-c1nc2ccccc2s1 | -2 | -17 | -0.8 | 0.1
CC(=O)N1CCc2cc(C(=O)CN(C)Cc3ccco3)ccc21 | -15 | -1 | 0.0 | -0.1
CC1=NN(c2ccc(C)c(Cl)c2)C(=O)/C1=C\c1cccn1-c1ccc(S(N)(=O)=O)cc1 | 6 | -3 | -0.1 | 0.0
O=C(NCc1ccc2c(c1)OCO2)c1ccc2c(c1)ncn2-c1ccc(F)cc1F | 4 | -7 | 0.0 | -0.1
c1cc(NCCCN2CCOCC2)n2ncc(-c3ccsc3)c2n1 | -5 | -41 | 0.2 | -0.1
CC1=CC(C)(C)N(C(=O)CSc2nnc(C)s2)c2cc(C)c(C)cc21 | -2 | -6 | 2.0 | -0.1
COc1cc(NS(=O)(=O)c2ccc3c(c2)CCCC3)ccc1N1CCCCC1=O | 14 | 14 | 0.4 | 0.2
CC(c1nc2scc(-c3ccccc3)c2c(=O)[nH]1)N1CCCC1 (stereo not given) | 11 | 0 | 0.1 | 0.1
CCCOC(=O)c1ccc(NC(=O)c2ccc(Cl)cc2[N+](=O)[O-])cc1 | 20 | -10 | -0.9 | 0.6
Fc1ccc(-c2ccc(-c3noc(-c4ccccc4Cl)n3)cc2)cc1 | -8 | -7 | 1.0 | -0.1
COc1ccc(NC(=O)Cc2coc3cc(C)ccc23)cc1 | 2 | -12 | 1.2 | -0.1
Cc1cc(Br)cc(Br)c1N | 20 | -1 | -1.5 | 0.1
O=C(NCC1CCCO1)c1c[nH]c2ccc(S(=O)(=O)N3CCOCC3)cc2c1=O (stereo not given) | 13 | 1 | -1.2 | 0.3
O=C(O)/C=C/C1=C(Cl)c2ccccc2S1(=O)=O | 16 | 1 | -2.3 | 0.2
CCOC(=O)c1nc(N)c(=O)n(-c2ccc(C(=O)O)cc2)n1 | -12 | 1 | 0.1 | 0.2
COc1ccc(S(=O)(=O)NCc2ccc3c(c2)OCO3)cc1[N+](=O)[O-] | 16 | -6 | -0.5 | 0.0
CC(=O)Nc1ccc2c(COC(=O)CCC(=O)c3ccc(C(C)(C)C)cc3)cc(=O)oc2c1 | 3 | 3 | -0.1 | 0.0
CNc1ncccc1-c1nc2cc(C)ccc2o1 | -8 | -42 | -1.0 | 0.1
Nc1cc(Cl)ccc1C(=O)OCC(=O)NNC(=O)COc1ccc(Cl)cc1 | -7 | 19 | 1.6 | 0.1
O=C(COc1ccc(Cl)cc1C1CCCCC1)Nc1cccnc1 | 6 | -3 | -0.6 | 0.1
CCCCC(=O)Nc1ccc(C(=O)NNC(=O)COc2ccc(-c3ccccc3)cc2)cc1 | 2 | -12 | -1.6 | 0.1
O=C(Cc1ccc(Cl)cc1)Nc1cccc(NC(=O)c2ccco2)c1 | -1 | -4 | 0.0 | -0.1
COc1cc(OC)cc(C(C)=O)c1 | -1 | 1 | 1.1 | 0.1
CCCN(Cc1cc2cccc(C)c2[nH]c1=O)S(C)(=O)=O | 4 | -2 | 2.1 | -0.1
CCN(CC)Cc1c(C(=O)N/N=C/c2cccc3ccccc23)nnn1-c1nonc1N | 15 | -5 | 2.1 | 0.7
COc1ccc(C2C(C#N)=C(N)Oc3nc(C)[nH]c32)cc1OCc1ccccc1 (stereo not given) | 2 | -8 | -0.6 | 0.0
COc1cc(/C=N/NC(=O)c2nn(C)cc2I)ccc1O | 2 | -32 | 0.6 | -0.2
CN(C)C(=O)CN1N=C(c2ccccc2)Cn2c(cc3ccccc32)C1=O | -3 | -13 | 0.2 | 0.3
COc1ccc(-c2cc(-c3cc(Cl)ccc3O)[nH]n2)cc1OC | 6 | -3 | 2.0 | -0.1
O=C(c1ccccc1Oc1nc([N+](=O)[O-])nn1Cc1ccccc1F)N1CCCC1 | 26 | -1 | -0.8 | 0.0
O=C1/C(=C\N(C(=O)c2ccccc2)c2ccccc2)Sc2ccccc21 | -1 | 3 | -2.8 | -0.3
CC1CCC(Nc2cnn(C34CC5CC(CC(C(=O)O)(C5)C3)C4)c(=O)c2Cl)CC1 (stereo not given) | 3 | 2 | -0.5 | -0.1
Cc1ccc(NC(=O)C(Cc2ccccc2)NC(=O)OCc2ccccc2)c(C)c1 (stereo not given) | 0 | 6 | 0.0 | -0.1
CC1CCC(C(C)C)C(OC(=O)Cn2c(-c3ccc(F)cc3)[n+](C)c3ccccc32)C1 (stereo not given) | 6 | 40* | 1.4 | 0.0
Cc1nc2ccc(S(=O)(=O)CCC(=O)NCCc3ccccc3)cc2s1 | 10 | 3 | -0.7 | 0.2
O=C(O)c1ccccc1-c1ccccc1C(=O)N1CCCCC1 | 7 | 6 | -0.6 | -0.2
O=C(c1cc(-c2ccccc2Cl)nc2ccccc12)N1CCN(c2ccc(F)cc2)CC1 | 4 | -5 | 0.2 | -0.2
Cc1csc(NC(=O)c2cc3c(s2)-c2ccccc2OC3)n1 | -13 | -46 | -1.1 | 0.9
CC1=C(C(N)=O)C(c2ccc3c(c2)OCO3)n2nc(-c3cccc(C)c3)nc2N1 (stereo not given) | 8 | -8 | -0.7 | 0.2
COc1cccc(/C=C2N=C(/C=C/c3ccc(C)cc3)OC\2=O)c1 | -3 | -5 | 0.7 | 0.5
C[C@H](Nc1nc(-c2cccc3ncccc23)cnc1N)c1ccccc1 | 14 | 60* | -0.7 | 0.1
CC(C)N(CCNC(=O)c1ccnc(-c2ccc(C(N)=O)cc2)c1)C(C)C | 3 | 13 | -0.1 | 0.0
Cc1c(CC(Cl)(Cl)Cl)c2c(n1CCC(=O)O)CC(C)(C)CC2=O | -18 | 1 | 1.3 | -0.1
COC(=O)[C@H]1CN(C(=O)c2cncc(O)c2)C[C@@H]1c1ccc(F)cc1 | 1 | 0 | 0.9 | 0.0
CN(C)c1ccc(NC(=O)/C=C\C(=O)O)cc1 | 25 | 8 | -0.5 | -0.1
O=C(Nc1nnc(C(F)(F)F)s1)c1ccc(N2C(=O)C3C4C=CC(C4)C3C2=O)cc1 (stereo not given) | -6 | -2 | 0.1 | -0.2
COCc1cc(C)[nH]c(=S)c1C#N | 3 | 4 | 1.8 | -0.1
O=C(CNC(=O)c1ccc(Br)o1)NC1CCCc2ccccc21 (stereo not given) | 4 | 11 | 0.8 | 0.0
COc1ccc(CCNC(=O)COc2cccc(C)c2)cc1OC | 9 | 6 | -0.7 | -0.1
Cc1ccc2[nH]c3c(c2c1)CCNC31CCN(C(=O)Nc2ccc3c(c2)OCCO3)CC1 | 1 | -49 | 0.3 | -0.4
CCOc1cccc(/C=N/NC(=O)c2ccc(C)nc2)c1O | 49 | 18 | 1.1 | -0.3
Cc1cc(=O)n2nc(C(F)(F)F)nc2n1Cc1ccc(C#N)cc1 | 11 | 2 | -1.0 | 0.2

The list goes on, starting with the last four of the part before.
SMILES | MITF inh | TEAD-YAP inh | GPR151 ag | FBW7 act
COc1ccc(CCNC(=O)COc2cccc(C)c2)cc1OC | 9 | 6 | -0.7 | -0.1
Cc1ccc2[nH]c3c(c2c1)CCNC31CCN(C(=O)Nc2ccc3c(c2)OCCO3)CC1 | 1 | -49 | 0.3 | -0.4
CCOc1cccc(/C=N/NC(=O)c2ccc(C)nc2)c1O | 49 | 18 | 1.1 | -0.3
Cc1cc(=O)n2nc(C(F)(F)F)nc2n1Cc1ccc(C#N)cc1 | 11 | 2 | -1.0 | 0.2
c1ccc(-c2nnc3n2CCN(Cc2cccn2-c2ccccn2)CC3)cc1 | 15 | 14 | -1.8 | 0.1
CCCCn1cnc2sc3c(c2c1=O)CCC(NCc1cn2c(C)cccc2n1)C3 (stereo not given) | 11 | -1 | 0.3 | -0.1
COc1ccccc1CN1CCC2(CCC(CNC(=O)C(C)C)O2)CC1 (stereo not given) | -3 | -14 | 0.2 | -0.1
C/C(NN1CCOCC1)=C(\C#N)C(=O)NCc1ccccc1 | -1 | -2 | -0.8 | 0.1
COc1ccc(C2C(C#N)=C(N)N(c3ccc(F)cc3)C3=C2C(=O)CC(C)(C)C3)cc1 (stereo not given) | -11 | -24 | -2.9 | 0.1
O=C1c2cc([N+](=O)[O-])cc3cc([N+](=O)[O-])cc(c23)C(=O)N1c1cc(Cl)ccc1O | 21 | 0 | -1.3 | -0.8
COc1ccc(Br)cc1CNC(=O)c1cc(=O)[nH]c2ccccc12 | 0 | -9 | -1.0 | -0.1
COC(=O)c1ccc(C2C3=C(CC(c4ccc(C)cc4)CC3=O)Nc3ccccc3N2C(=O)c2cccs2)cc1 (stereo not given) | 14 | -3 | -1.5 | -0.1
CCOc1ccc(/C=C/C(=O)NC2CCCCC2)cc1 | -12 | -42 | -2.6 | -0.1
Cc1cccc(CN2CCC3(CCC(CNC(=O)c4cccc(F)c4)O3)CC2)n1 (stereo not given) | -2 | -1 | -0.4 | -0.3
Cn1c(=O)oc2cc(S(=O)(=O)Nc3ccccc3Br)ccc21 | 5 | 5 | -0.1 | -0.2
COc1ccc(-n2nc3c(c2NC(=O)C(C)C)CS(=O)(=O)C3)cc1 | 2 | -13 | -0.8 | -0.1
O=C(O)/C=C\C(=O)Nc1ccc(Br)cc1[N+](=O)[O-] | 19 | -3 | -0.2 | 0.3
CC(C)(C)C(=O)CSc1nc2ccccc2c(=O)n1CCN1CCOCC1 | 5 | 1 | -0.1 | -0.1
CC(=O)c1cccc(NC(=O)N2CCCC(c3nc4ccccc4[nH]3)C2)c1 (stereo not given) | 0 | 3 | -0.2 | -0.1
COc1ccc(NC(=O)c2cnn3c(C(F)(F)F)cc(-c4ccc(OC)c(OC)c4)nc23)cc1Cl | 22 | 8 | -0.6 | 1.3
CC(CNC(=O)c1ccccc1F)NC(=O)c1ccccc1F (stereo not given) | -2 | -5 | -0.4 | -0.2
COc1ccc(C2=NN(C(=O)CSc3nnc(CNC(=O)c4ccco4)n3-c3cc(C)ccc3C)C(c3ccc(C)cc3)C2)cc1 (stereo not given) | 6 | 18 | 0.4 | 0.8
CN1CCN(S(=O)(=O)c2ccc3c4c(cccc24)C(=O)N3)CC1 | 15 | 0 | 0.1 | 0.1
COc1ccc(C)cc1NS(=O)(=O)c1ccc(C)cc1 | -13 | 7 | -0.5 | -0.1

One compound at a time (already shown). Values in the order: MITF inh | TEAD-YAP inh | GPR151 ag | FBW7 act
`CCOc1ccc(/C=C/C(=O)NC2CCCCC2)cc1` in the list: -12 | -42 | -2.6 | -0.1
`COc1ccc(C2C(C#N)=C(N)N(c3ccc(F)cc3)C3=C2C(=O)CC(C)(C)C3)cc1` (stereo not given) in the list: -11 | -24 | -2.9 | 0.1
`O=C(O)/C=C\C(=O)Nc1ccc(Br)cc1[N+](=O)[O-]` in the list: 19 | -3 | -0.2 | 0.3
`CC(C)(C)C(=O)CSc1nc2ccccc2c(=O)n1CCN1CCOCC1` in the list: 5 | 1 | -0.1 | -0.1
`C/C(NN1CCOCC1)=C(\C#N)C(=O)NCc1ccccc1` in the list: -1 | -2 | -0.8 | 0.1

(continued)
SMILES | MITF inh | TEAD-YAP inh | GPR151 ag | FBW7 act
Cc1cc(Cl)ccc1OCCCC(=O)NCc1ccc(Cl)c(Cl)c1 | 3 | 17 | 0.3 | 0.0
C/C(Cl)=C\Cn1c(Br)nc2c1c(=O)[nH]c(=O)n2C | 8 | 3 | 0.9 | 0.9
CCN(CC)C(=S)NC(=O)c1cc(OC)c(OC)c(OC)c1 | -6 | 10 | -0.4 | -0.1
O=C(Nc1ccc(Br)cc1)c1cc2n(n1)C(C(F)(F)F)CC(c1cccs1)N2 (stereo not given) | -2 | -9 | -1.5 | -0.1
COc1ccccc1-n1c(SCC(=O)N2CCN(c3ccccc3)CC2)nc2[nH]ncc2c1=O | 2 | 14 | 0.9 | 0.1
Cc1ccc(C)c(OCC(=O)Nc2cc(Cl)ccc2C(=O)O)c1 | 4 | 0 | 0.6 | -0.1
CC1=NN(C(N)=S)C(=O)C1N=Nc1ccc([N+](=O)[O-])cc1 (stereo not given) | 3 | -13 | -1.9 | -0.3
COc1cc(/C=C/c2cc(C(F)(F)F)[nH]c(=O)n2)ccc1OCc1ccccc1F | 2 | -6 | 1.6 | 0.1
CC(C)(C)c1ccc(C(=O)N(CCCN2C(=O)c3cccc4cccc(c34)C2=O)c2ccc(Oc3ccccc3)cc2)cc1 | -7 | 8 | -1.5 | 0.1
COC(=O)c1ccccc1S(=O)(=O)C1CCN(C(=O)Nc2ccc(F)cc2F)CC1 | 7 | -4 | 5.0* | 0.0

Bioassay records (PubChem)
